GPT2 inh: Primary qHTS assay for inhibitors of Glutamate pyruvate transaminase 2 (GPT2). Recombinant GPT2, coupled pyruvate oxidase/HRP Amplex Red fluorescence. Potency, µM (top dose mostly 57.7 µM), inactives show top-dose activity change, negative = inhibition, most hits filed as inhibitors. hit rate 0.25% among 100,000. AID 1671188, 2021; further: potency means the concentration at half of the fitted maximal effect; nearly all actives have a fitted effect of over 60% in size; many of its hits are not listed in these tables
Target sequence (Q8TD30 whole entry, looked up): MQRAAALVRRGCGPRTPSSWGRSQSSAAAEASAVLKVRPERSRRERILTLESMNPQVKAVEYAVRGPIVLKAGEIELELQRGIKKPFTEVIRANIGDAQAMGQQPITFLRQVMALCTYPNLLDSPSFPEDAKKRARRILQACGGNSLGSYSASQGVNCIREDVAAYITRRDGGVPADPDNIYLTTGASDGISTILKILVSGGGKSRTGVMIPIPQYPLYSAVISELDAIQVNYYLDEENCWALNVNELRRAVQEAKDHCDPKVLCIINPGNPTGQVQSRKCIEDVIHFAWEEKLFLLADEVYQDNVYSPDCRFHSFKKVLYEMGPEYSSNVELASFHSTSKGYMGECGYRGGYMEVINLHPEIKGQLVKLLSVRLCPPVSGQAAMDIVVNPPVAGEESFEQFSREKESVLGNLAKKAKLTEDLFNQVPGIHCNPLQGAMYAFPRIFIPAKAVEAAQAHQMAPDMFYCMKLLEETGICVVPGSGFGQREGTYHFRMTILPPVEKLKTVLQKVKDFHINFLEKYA
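Fluorescence of coupled pyruvate oxidase/HRP/Amplex Red system (50uM Amplex, 30 min, dark) reports pyruvate formed by GPT2. Enzyme reaction: 10ng/uL GPT2, 2mM L-alanine, 250uM a-KG, 30 min room temperature, pH 7.5; 50uM AOA control.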
IP6K1 inh: Primary qHTS assay for small molecule inhibitors of Inositol hexaphosphate kinase 1 (IP6K1). Inositol hexakisphosphate kinase 1 (Homo sapiens), Q92551. IP6K1 kinase, ADP-Glo luminescence, 2 h; hits give low values. activity change, % (series mostly up to about 58 µM). hit rate 0.81% among 140,000. AID 1645851, 2021; in the data active means activity change below about -25%
Target sequence (Q92551 whole entry, looked up): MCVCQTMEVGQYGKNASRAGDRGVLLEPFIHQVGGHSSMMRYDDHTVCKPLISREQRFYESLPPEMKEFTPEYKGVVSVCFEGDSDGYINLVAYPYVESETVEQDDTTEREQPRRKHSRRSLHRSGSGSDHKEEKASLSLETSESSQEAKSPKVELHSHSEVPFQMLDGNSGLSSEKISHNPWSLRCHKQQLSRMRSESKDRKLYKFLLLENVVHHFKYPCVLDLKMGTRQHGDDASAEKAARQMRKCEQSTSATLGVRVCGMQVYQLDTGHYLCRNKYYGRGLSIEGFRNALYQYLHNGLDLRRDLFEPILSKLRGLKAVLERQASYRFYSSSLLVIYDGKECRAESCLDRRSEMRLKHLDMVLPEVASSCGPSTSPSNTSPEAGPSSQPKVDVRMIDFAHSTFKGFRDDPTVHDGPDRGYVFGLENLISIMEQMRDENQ
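ADP-Glo luminescence measures ADP made by human IP6K1 during a 2 h RT reaction with ATP/IP6 (mix at 1.3 mM/130 uM); top library doses 57.5 and 19.1 uM final.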
SNCA viab count: GF-AFC viability counterscreen for inhibitors of alpha-synuclein gene (SNCA) expression; HEK-293-SNCA-luc viability, GF-AFC fluorescence, 24 h; Potency, µM (top dose mostly 57.1 µM), for the others: top-dose activity change, negative = cytotoxicity, usual class: cytotoxic; hit rate 0.12% among 150,000; AID 1671193, 2021;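 further: potency means the concentration at half of the fitted maximal effect; 0% = DMSO-treated cells and -100% = medium-only wells without cells; nearly all actives have a fitted effect of over 30% in size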
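Cytotoxicity counterscreen: after 24 h compound treatment of genome-edited SNCA-luciferase HEK-293 cells, live-cell protease substrate GF-AFC read by fluorescence after 30 min; activity scaled between DMSO (0%) and medium-only (-100%), curves Hill-fitted.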
Luciferase inh: Firefly luciferase inhibition profiling of diverse chemical library using quantitative high-throughput screening; hit rate 2.5% among 76,000; Luciferin 4-monooxygenase (Photinus pyralis), P08659; Potency, µM (doses to about 115 µM), for inactives: at the top dose activity change, negative = inhibition, usual class: inhibitors; purified P. pyralis luciferase, luminescence, biochemical; further: potency means the concentration at half of the fitted maximal effect; nearly all actives have a fitted effect of over 65% in size
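FLuc 10nM, D-luciferin 10uM, ATP 10uM, Mg acetate 10mM, Tris acetate pH 7.5, Tween/BSA; cpd qHTS; enzyme added last; CCD luminescence.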
NIH3T3 tox: Cytotoxic Profiling in NIH 3T3 Cell Line of Diverse Libraries Using Quantitative High-Throughput Screening. NIH 3T3 viability, CellTiter-Glo ATP luminescence, 48-72 h. Potency, µM (titrated, usually from 96.7 µM), inactives show at the top dose activity change, negative = cytotoxicity, usual class: inhibitors. hit rate 4.3% among 94,000; further: potency means the concentration at half of the fitted maximal effect; nearly all actives have a fitted effect of over 55% in size
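Luminescent ATP readout (CellTiter-Glo, 10 min RT) after 48 or 72 hr compound exposure of NIH 3T3 cells seeded at 400 cells/well in 1536-well format; quantitative HTS.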
SNCA expr inhib: Primary qHTS assay for inhibitors of alpha-synuclein gene (SNCA) expression. Potency, µM (titrated, usually from 57.2 µM), without a hit: top-dose activity change, negative = inhibition, actives largely listed as inhibitors. HEK-293 SNCA-luciferase knock-in, luminescence, 24 h. hit rate 0.17% among 140,000;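 further: potency means the concentration at half of the fitted maximal effect; plate controls were DMSO cells for no effect and cell-free wells for full effect; nearly all actives have a fitted effect of over 45% in size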
HEK cytotox: Cytotoxic Profiling in HEK 293 Cell Line of Diverse Libraries Using Quantitative High-Throughput Screening; hit rate 6.6% among 94,000; HEK 293 viability, ATP luminescence (CellTiter-Glo), 48-72 h; Potency, µM (highest dose often 115 µM), for the others: top-dose activity change, negative = cytotoxicity, hits mostly inhibitors; AID 1345083, 2018; further: potency means the concentration at half of the fitted maximal effect; nearly all actives have a fitted effect of over 60% in size
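Luminescence from cellular ATP, measured with CellTiter-Glo, indicates HEK 293 viability. Cells plated at 250 cells/well are treated with compound for 48 or 72 hr at 37 degree Celsius before reagent addition.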
The depositor's hits bear a star; i = inactive; ? = inconclusive; . = no result given; & = joins results of further samples; [ ] = dose if it differs, or a comment. Unless noted, the call rests on the fitted dose curve; in most records, active means well fitted curve in the direction sought with a large enough effect; inconclusive means small, poorly fitted or top-dose-only effect, or another doubt; inactive means no such curve, though single readings can be large; an effect the other way counts as inactive or inconclusive. Unless noted, on the % scale 0 is the no-effect control and ±100 the full control effect. Only part of the results is shown. The share of hits here may be higher or lower than overall.

SMILES	GPT2 inh	IP6K1 inh	SNCA viab count	Luciferase inh	NIH3T3 tox	SNCA expr inhib	HEK cytotox
CC[C@H]1CN(C(=O)Nc2cccc(OC)c2)CC[C@H]1CC(=O)NCc1cccnc1	i	-5	-1%[87.6 µM]	1%[172 µM]	-1%[174 µM]	-11%[87.6 µM]	i
Fc1ccc(/C=C/CN2CCC(n3cc(C4CCCC4)nn3)CC2)cc1	1%	-8	2%	7%	-34%	3%	?
CC(C)NC(=O)N1CCN(C(=O)NC2CCCCC2)[C@@H](C(=O)N[C@H](Cc2c[nH]c3ccccc23)C(N)=O)C1	-1%	1	-10%	1%	i	-15%	1%
CCOc1ccc(N(C(=O)Cn2nnc3ccccc32)C(C(=O)NCc2ccccc2)c2ccc(OC)cc2)cc1 (stereo not drawn)	.	-13	-1%	.	.	-8%	.
CCOC(=O)Cn1c(=O)n(CC2CCCO2)c2nc(-c3cc(OC)ccc3OC)nc(C(N)=O)c21 (stereo not drawn)	.	-3	6%	.	.	-13%	.
Cc1cccc(CC(=O)N2CCC3(CCCCO3)CC2)c1	4%	8	-8%	-24%	-20%	93%[activator]	-30%
O=C(CCC1CCN(C(=O)c2ccoc2)CC1)N1CCC(Cc2ccccc2)CC1	i	11	4%	-16%	?	35%[activator]	?
Cc1cc(=O)oc2cc(OCC(=O)Nc3c(C(C)C)cccc3C(C)C)ccc12	.	3	?	.	.	?	.
CCOCCOC1CCN(C(=O)c2cnccn2)CC1	-7%	2	21%[12.5 µM]	-8%	1%	13%	-1%
Cc1ccc2nc(C3CCCN(Cc4ccc(-c5cncnc5)cc4)C3)[nH]c(=O)c2c1 (stereo not drawn)	1%	-5&-1	3%&5%	-2%	4%	3%&-7%	5%
CC(C)(C)OC(=O)NCCCC(=O)NCc1c[nH]c2ncccc12	i	5	4%	0%	-19%	?	?
COc1ccc2c(c1)c(N1CCCC1=O)c(C(=O)Nc1cc(C)c(Cl)cc1OC)n2C	.	16	-1%	.	.	-5%	.
CNC(=O)c1cn2c(n1)CN(C(=O)c1ccccc1F)CC2	i	-3	3%[87.6 µM]	.	i	?	i
COCc1noc([C@@H]2CC(F)(F)CN2C(=O)c2cc(C)[nH]n2)n1	-22%	2	-26%	-9%	i	-11%	i
COCCNC(=O)c1cc(-c2ccc([S+](C)(=O)[O-])cc2)nc2c1cnn2C	i	5	-17%	.	-30%	42%[activator]	-12%
COc1ccc(-c2noc([C@@H]3CCCN3C3CCCCC3)n2)cn1	i	4	-5%[87.6 µM]	-12%[172 µM]	?	9%[87.6 µM]	?
Cc1noc(-c2cn(C3CCN(C(=O)c4cccc(Cl)c4)C3)nn2)n1 (stereo not drawn)	i	0	?	1%	-13%	-12%	-5%
CCOc1ccc(CCNC(=O)c2ccc3c(c2)c(C)c(C)n3Cc2ccccc2)cc1OCC	.	12	5%	.	.	-1%	.
Cc1cccc(NC(=O)c2c(NC(=O)C(F)(F)F)sc3c2CCCCC3)c1	.	-12	?	.	.	?	.
COC(=O)c1ccc2c(c1)sc(=NC(=O)c1ccc(S(=O)(=O)N3CCCCC3)cc1)n2C	.	5	7%	.	.	13%	.
Cn1nccc1C(=O)NCCC1CCN(C(=O)Nc2ccc(F)cc2)CC1	3%	3	-1%	-2%	-7%	-7%	-4%
CN1CCN(CC2(Cn3ccnc3-c3ccc(C(=O)O)cc3)CC2)CC1	0%	-16	1%	-5%	i	-3%	i
CCC(=O)N1CCc2cc(Br)cc(S(=O)(=O)CCC(=O)Nc3cccc(Cl)c3)c21	.	1	-2%	.	.	11%	.
C=CCNC(=O)[C@H]1CN(Cc2ccccc2)C[C@H]1C(=O)O	-7%	18	3%	.	-14%	-1%	3%
Cn1nccc1C(=O)N1CCC(Oc2cccc(F)c2)C1 (stereo not drawn)	?	8	6%	2%	-18%	-3%	-12%
Carrying on:
SMILES	GPT2 inh	IP6K1 inh	SNCA viab count	Luciferase inh	NIH3T3 tox	SNCA expr inhib	HEK cytotox
COc1cccc(-c2cccc(C(=O)N3CCCC3C(=O)NCC3CC3)c2)c1 (stereo not drawn)	?	-3	?	.	-11%	15%	-25%
COc1ccc(-c2noc(N(c3ccc(F)c(Cl)c3)c3nc(-c4ccc(OC)c(OC)c4)no3)n2)cc1OC	.	-18	12%	.	.	7%	.
CN(CC1CCCCO1)C(=O)c1coc(COc2ccc3c(c2)OCO3)n1 (stereo not drawn)	i	4	1%	6%	-29%	46%[activator]	-12%
CN1CCN(c2nc3c(c(=O)[nH]2)CCN(Cc2cccc(F)c2F)CC3)CC1	i	17	-9%	2%	i	-16%	14%
Cc1cc2nc3n(c(=O)c2n1CC(=O)NC(C)c1ccccc1)CCCCC3 (stereo not drawn)	i	-14	-11%	2%	-8%	-26%	13%
O=C(NCc1ccc(F)c(F)c1)C1CCc2nnc(-c3cccc(C(F)(F)F)c3)n21 (stereo not drawn)	-10%	7	7%	.	-25%	22%	?
COCC(=O)NC[C@H]1COCc2nc3cc(S(C)(=O)=O)ccc3n21	-2%[88.5 µM]	14	2%[87.6 µM]	0%[172 µM]	i	6%[87.6 µM]	i
O=C(c1cccc(Cl)c1)N1CCN(C(=O)c2nnn3c2COC(c2ccc(F)cc2)C3)CC1 (stereo not drawn)	1%	7	3%	8%	?	2%	?
CC(C)NC(=O)c1ccc2nc(-c3ccncc3)oc2c1	-6%[88.5 µM]	-8	-3%[87.6 µM]	.	-20%[138 µM]	55%[activator][87.6 µM]	-13%[172 µM]
Cc1ccc(Sc2ccc(N3CCCC(C(=O)Nc4ccc(Cl)cc4)C3)nn2)cc1 (stereo not drawn)	.	3	-13%	.	.	-5%	.
O=C(c1n[nH]c(=O)c2ccccc12)N1CCCC1c1nc(CCOCC2CC2)no1 (stereo not drawn)	i	5	-28%	-7%	i	5%	-1%
CCN1C(=O)C2CC3(CCN(C(=O)Cc4ccccc4)CC3)CN2C1=O (stereo not drawn)	i	-4	-12%	-5%	-20%	4%	-3%
O=C(O)CCC1CCN(S(=O)(=O)c2cccc(F)c2)CC1	i	13	10%	-6%	-16%	2%	18%
Cc1ccccc1NS(=O)(=O)C1CCS(=O)(=O)C1 (stereo not drawn)	-1%	-3	1%	-1%	i	24%	4%
Cc1ccc(NC(=O)c2cc(C)nc3c2c(C)nn3-c2cccc(Cl)c2C)c(C)c1	.	11	-11%	.	.	-8%	.
Cc1nn2c(c1-c1ccccc1-c1ccccc1)N(Cc1ccc(O)cc1)CCC2	-7%[88.5 µM]	6	?	5%[172 µM]	8.9µM*	?	7.9µM*
CNCC[C@H](Oc1ccc(C(F)(F)F)cc1)c1ccccc1	i	.	-3%	.	.	-20%	.
c1ccc([C@@H]2CN(Cc3cccnc3)C[C@H]2COc2ccncc2)nc1	-9%	13	-12%	-3%	-24%	-22%	?
O=C(c1ccoc1)N1CCCCC1c1nc(CCOCC2CC2)no1 (stereo not drawn)	i	8	4%	-15%	-20%	-25%	-6%
Cn1cccc1CN1CCC(N2C(=O)C(OCC3CC3)C23CCCCC3)CC1 (stereo not drawn)	-1%	-9	-4%	-6%	?	11%	45µM*
CC1(C)Cc2nc(C(C)(C)C)ncc2C(NC(=O)CCCN2CCCC2=O)C1 (stereo not drawn)	i	20	1%	-4%	-13%	-9%	-3%
COc1ccc(C)cc1NC(=O)CN1CCN(S(=O)(=O)c2ccc(Br)cc2)CC1	.	13	12%	.	.	-8%	.
O=C(c1ccccc1)N1CCCC(C(=O)N2CCC(N3Cc4cccn4C3=O)CC2)C1 (stereo not drawn)	i	-3	-3%	.	-16%	2%	-20%
O=C(Cc1ccccc1)N1CCCC(c2nn(-c3ccc(Cl)cc3)c(=O)[nH]2)C1 (stereo not drawn)	i	9	2%	-6%	?	8%	?
COc1cccc(-c2nc(CSCC(=O)NCCc3ccc(Cl)cc3)c(C)o2)c1	.	1	-11%	.	.	-24%	.
Additional entries follow.
SMILES	GPT2 inh	IP6K1 inh	SNCA viab count	Luciferase inh	NIH3T3 tox	SNCA expr inhib	HEK cytotox
O=C(COc1ccccc1-c1nnc(-c2ccccc2)o1)Nc1ccc(Br)cc1F	.	14	30%	.	.	23%	.
c1ccc(-c2cc3ncc4c(n3n2)-c2ccccc2OC4)cc1	.	1	12%	.	.	84%[activator]	.
COCCc1nn2c(=O)cc(COC(=O)c3cccs3)nc2s1	.	20	4%	.	.	108%[activator]	.
CCOC(=O)c1ccc(NC(=O)C2=C(C)C(=O)OC23CCN(C(C)=O)CC3)cc1	.	0	-7%	.	.	7%	.
O=c1n(-c2ccncc2)nc2n1CCN(Cc1cccc3ccccc13)C2	?	11	?	-5%	?	-23%	45µM*
Cc1cc(C)cc(-n2nnc(-c3nc(-c4ccccc4F)no3)c2C)c1	.	0	4%	.	.	27%	.
CNC(=O)c1cc(C)nc2onc(C3CCN(C(=O)Nc4ccccc4)CC3)c12	.	-6	.	.	-13%	.	-3%
CC(=O)Nc1ccc(C(=O)CSc2nnc3ccc4ccccc4n23)cc1	.	11	-5%	.	.	-10%	.
CCNC(=O)N1CCC(c2noc(-c3ccccn3)n2)C1 (stereo not drawn)	-9%	9	12%	-5%	i	4%	2%
